# HCV inh – blocks hepatitis C virus. 340,000 tested, 3.4% active. Huh7.5.1 HCVcc-Cre infection, luciferase reporter, 44 h. Potency, µM (highest dose often 41.8 µM), for the others: at the highest dose activity change, negative = inhibition, usual class: inhibitors; also: potency is read from the fitted curve at half-maximal effect; % is scaled to controls: 0 for no effect and ±100 for the full control effect
#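 Whole-lifecycle infectious HCVcc-Cre system; cells 1,000/well, compound then virus (~0.5 moi) added 4 h after plating, 44 h culture. Luciferase read 15 sec following 15 min substrate incubation, room temp.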
# FBPA Giardia inh – inhibitors of Giardia lamblia fructose-1,6-bisphosphate aldolase | 290,000 tested, 0.71% active | AID 2451 | purified Giardia FBPA | Potency, µM (highest dose often 59.6 µM), for the others: at the highest dose activity, negative = inhibition, most hits filed as inhibitors; also: potency is read from the fitted curve at half-maximal effect; % is scaled to controls: 0 for no effect and ±100 for the full control effect; nearly all actives have a fitted effect of over 55% in size
# Target sequence (A8B2U2 whole entry, looked up): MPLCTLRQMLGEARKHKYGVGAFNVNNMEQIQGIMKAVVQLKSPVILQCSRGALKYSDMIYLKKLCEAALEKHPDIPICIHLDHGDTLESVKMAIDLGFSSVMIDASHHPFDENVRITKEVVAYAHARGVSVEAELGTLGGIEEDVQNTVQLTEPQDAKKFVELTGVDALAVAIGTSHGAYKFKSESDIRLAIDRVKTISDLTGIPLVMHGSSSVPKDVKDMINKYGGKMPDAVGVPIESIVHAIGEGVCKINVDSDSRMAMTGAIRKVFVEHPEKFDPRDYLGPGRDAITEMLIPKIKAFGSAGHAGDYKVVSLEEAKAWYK
#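 Giardia FBPA (40 nM reagent) was preincubated 10 min at RT with compound (up to 57.5 uM final), then substrate plus GAPDH/TPI/NAD/arsenate coupling system with diaphorase/resazurin was added; resorufin fluorescence (525/598 nm) was read after 20 min.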
# Pf growth 48h – P. falciparum growth inhibition at 48 hours (one generation) | P. falciparum luciferase growth in erythrocytes, 48 h | 310,000 tested, 5.9% active | AID 504832 | Potency, µM (series often up to 28.7 µM), for the others: at the top dose activity change, negative = inhibition, most hits filed as inhibitors; also: potency is read from the fitted curve at half-maximal effect; % is scaled to controls: 0 for no effect and ±100 for the full control effect
#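 A one-generation exposure of luciferase-tagged malaria parasites in RPMI 1640/Albumax erythrocyte culture, 37 C and 5% CO2. Inhibition is inferred from decreased luminescence after adding detection reagent.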
# Pf growth 96h – P. falciparum growth inhibition at 96 hours | P. falciparum luciferase reporter growth, 96 h | Potency, µM (highest dose often 28.7 µM), for inactives: at the top dose activity change, negative = inhibition, actives largely listed as inhibitors | 320,000 tested, 6.9% active; also: potency is read from the fitted curve at half-maximal effect; % is scaled to controls: 0 for no effect and ±100 for the full control effect
#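 Readout is luminescence from an integrated firefly luciferase in P. falciparum. Red cells, 2% hematocrit and 0.05% parasitemia final, were cultured with compound through two parasite generations (96 hours) at 37 C, 5% CO2.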
# CHX counter – counter-screen for Shiga toxin inhibitors: cycloheximide protein synthesis inhibition. cell reporter, cycloheximide protein synthesis inhibition counterscreen. 300,000 tested, 12% active. AID 2314. max response, %; in the data active = max response mostly above about 13%, no sharp cut-off; inactive = mostly below about 14%; also: read at 38.3 µM for the half of the compounds with a filed dose; 0% is about no effect
# Shiga toxin inh – Shiga toxin inhibition | inhibition, % at 38.7 µM | Vero cells, Shiga toxin protein synthesis inhibition reporter | 290,000 tested, 9.2% active; in the data active = inhibition mostly above about 28%, no sharp cut-off; inactive = mostly below about 43%; also: 0% is about no effect
# * = called active by the depositor; ? = inconclusive; / = not tested or not shown; [ ] = remark or other dose. Unless noted, calls follow the shape of the dose curve; as a rule, active = well fitted curve in the direction sought with a large enough effect; inconclusive = small, poorly fitted or top-dose-only effect, or another doubt; inactive = no such curve, though single readings can be large; an effect the other way counts as inactive or inconclusive.
item	SMILES	HCV inh	FBPA Giardia inh	Pf growth 48h	Pf growth 96h	CHX counter	Shiga toxin inh
1	Cc1cc(OCC(=O)NNC(=O)c2cnccn2)cc(C)c1Cl	-30%	?	?	12µM*	-3	-1
2	COc1ccc(C2(O)C(=O)Nc3ccc(C)cc32)cc1 (stereo not drawn)	-3%	-4%	-2%	-9%	-4	2
3	Cc1nc(C(=O)N2CCc3c([nH]c4ccccc34)C2c2ccccn2)cs1 (stereo not drawn)	?	-2%	18%	-14%	5	80*
4	COc1cccc(C(=O)NCCS(=O)(=O)N2CCCCC2)c1	8%[8.37 µM]	/	16%	19%	/	/
5	Cc1cc(=O)[nH]c(N/N=C/c2cn(CCC#N)nc2-c2ccccc2)n1	10%	-20%	9%	38%[activator]	-2	-5
6	O=C(NCC(=O)N1CC=C(c2ccccc2)CC1)c1ccccc1Br	?	/	-16%	-3%	-3	17
7	COc1ccc(/C=C/C(=O)OCC(=O)NCCC2=CCCCC2)cc1S(=O)(=O)N1CCOCC1	-3%	2%	-16%	-4%	-2	-7
8	COc1ccccc1C(NC(=O)C1CCCCC1)c1c(O)ccc2ccccc12 (stereo not drawn)	3%	3%	-10%	388%[activator]	-2	-11
9	COc1cccc(-c2cc(C(=O)Nc3ccncc3)c3ccccc3n2)c1	?	-1%	0.74µM*	?	-5	-10
10	CCCC(CCC(=O)Nc1ccc(C(=O)OCC)cc1)C(=O)O (stereo not drawn)	-6%	8%	7%	4%	1	-7
11	CCc1c(C)c(C#N)c2nc3ccccc3n2c1NCCOC	-4%	6%	1.7µM*	?	3	15
12	Cc1nn2c(CN(C(=O)COc3ccccc3)c3ccccc3)nnc2c2ccccc12	15%	9%	?	15%	-2	-5
13	O=C(O)c1cccnc1SC1CC(=O)N(Cc2ccccc2)C1=O (stereo not drawn)	2%	9%	5%	/	1	-8
14	Cc1c(/C=N/O)c2ccccc2n1C	3%	-6%	21%	2%	-2	-5
15	CCC(C)N1C(=O)CCC1C(=O)N1CCN(c2ccccc2F)CC1 (stereo not drawn)	7%	5%	20%	?	-3	-24
16	COc1ccc(C2N3CC4(C)CN2CC(C)(C3)C4)cc1OC (stereo not drawn)	-5%	3%	4%	?	5	-5
17	C=CCNC(=O)CCCCC(=O)NCC=C	7%	4%	-2%	/	1	-21
18	COc1ccc(NC(=O)CN(C)C(=O)c2ccccc2OC)cc1	19%	6%	-83%[0.00184 µM]	42%[activator]	-3	-13
19	COc1ccc(NC(=O)CCCn2cnc3ccccc3c2=O)cc1	13%	-1%	-4%[0.00184 µM]	0%	0	5
20	Cc1cccc(C)c1NC(=O)Cn1nnc(-c2ccc(CN3CCC(C)CC3)cc2)n1	-24%	1%	?	22%	-4	13
21	Cc1cc(C)n2c(Nc3ccc4c(c3)OCCO4)c(-c3ccco3)nc2n1	/	2%	/	12µM*	-3	-15
22	CNC(=O)c1c(N)sc2c1CCCCC2	/	-30%	/	10µM*	-4	-14
23	O=C1CN(C(=O)c2ccccc2)C(c2ccccc2)c2cc(F)ccc2N1 (stereo not drawn)	4%	-4%	-13%	?	5	-2
24	CCN(CC)C(=O)c1ccc2nc(-c3ccccc3)c(-c3ccccc3)nc2c1	3%	3%	-17%	35%[activator]	-1	-7
25	O=C(CNC(=O)c1ccc(Cl)cc1Cl)NCC(=O)Nc1ccccc1N1CCOCC1	20%	1%	-21%	16%	-4	2
26	OCC[C@H]1C[C@@H](O)[C@H](O)[C@]2(Cc3ccccc3O2)O1	12%	/	1%	57%[activator]	/	/
27	CC1(OC(=O)CCc2ccccc2)C(=O)C=C2C=C(c3ccc(C#N)cc3)N(Cc3ccco3)C=C2C1=O (stereo not drawn)	1%	-1%[12.9 µM]	?	?	10	37
28	O=C(/C=C/c1ccccc1)N1CCN(C(=O)c2ccco2)CC1	32%[activator]	3%	7%	/	1	10
29	CCOc1ccc(NC(=O)C2CCC(CNc3c(N4CCC(C)CC4)c(=O)c3=O)CC2)cc1 (stereo not drawn)	-11%	3%	4.1µM*	2.3µM*	-3	-8
30	Cc1cc(C(=O)CN2C(=O)NC3(CCCCCC3)C2=O)c(C)n1C	3%	/	?	34%[activator]	/	/
31	CCOC(=O)c1ccc(NC(=S)NCc2cccnc2)cc1	-16%	1%	-9%	-25%	13*	16
32	O=C(Nc1ccc(Br)cc1Cl)c1ccc2c(=O)n3c(nc2c1)CCC3	?	/	75%[activator]	121%[activator]	/	/
33	CC1CCN(S(=O)(=O)N2CCC(C(=O)NCCc3ccccc3)CC2)CC1	8%	1%	-16%	14%	-7	4
34	CCCNC(=O)CSC1=N/C(=C/c2ccc(F)cc2)C(=O)N1CC	8%	1%	5%	7%	-1	12
35	COC(CNS(=O)(=O)c1ccc(S(=O)(=O)N2CCCC2)cc1)OC	27%	4%	18%	10%	7	-28
36	COc1ccc(/C=N/NC(=O)CNS(=O)(=O)c2ccccc2)cc1	-1%	/	-22%	?	/	/
37	COc1ccc(NC(=O)N2C[C@@H]3C[C@@H](C2)c2cccc(=O)n2C3)cc1	20%	-1%	33%[activator]	28%	-2	-11
38	Cc1cc(-c2ccn[nH]2)c(C)s1	13%	-7%	?	?	-2	5
39	Cc1nnc(Nc2ccc3c(c2)OCO3)c2ccccc12	25%	-25%	82%[activator]	?	20	114*
40	O=C1NCCCC1C(=O)N/N=C/c1cccc(Cl)c1 (stereo not drawn)	0%	2%	?	16%	11	15

# Rows are unselected. About 24% of those tested had a hit in this group.
